Pin1 inhibitor – human Pin1 inhibition. Q13526. actives 0.009% (n = 390,000). Pin1 FP peptide displacement, HiFluor488, 10 min. Potency, µM (doses to about 115 µM), for inactives: at the highest dose activity, negative = inhibition, most hits filed as inhibitors; active = well fitted inhibition curve with a large enough effect in the polarisation, with a control signal flat, not every such curve was filed as active; inconclusive = small, poorly fitted or top-dose-only effect, or effect the other way, or a change in a side signal; inactive = no such curve, though single readings can be large or run the other way; the % refers to the polarisation; also: % is scaled to controls: 0 for no effect and ±100 for the full control effect
HP1b binding inh – HP1-beta chromodomain-methylated histone interaction inhibition; Potency, µM (doses to about 114 µM), for the others: at the top dose activity change, negative = inhibition, usual class: inhibitors; actives 0.56% (n = 390,000); AlphaScreen HP1-beta / biotin-H3K9me3 peptide binding; also: nearly all actives have a fitted effect of over 70% in size; inactives centre near 23
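Compound inhibition of the preformed complex between 50 nM HP1-beta and 50 nM biotinylated H3K9me3 peptide was read by AlphaScreen. Buffer was PBS pH 7.4 with 0.01% Tween-20. Incubations ran 30 min at room temperature, with 10 ug/mL donor/acceptor beads.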
BLM helicase inh – inhibitors of human Bloom syndrome helicase BLM; P54132; recombinant BLM DNA unwinding, fluorescence dequenching; Potency, µM (highest dose often 56.1 µM), for inactives: at the highest dose activity change, negative = inhibition, most hits filed as inhibitors; actives 0.2% (n = 350,000);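 also: plate controls were vehicle for no effect and no enzyme for full effect; nearly all actives have a fitted effect of over 35% in size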
PGK inhibitor – T. brucei PGK inhibition; P07378; PGK/GAPDH coupled, Kinase-Glo luminescence, 60 min; Potency, µM (highest dose often 57.5 µM), for inactives: at the highest dose activity change, negative = inhibition, actives largely listed as inhibitors; actives 0.043% (n = 380,000); AID 602233; also: % is scaled to controls: 0 for no effect and ±100 for the full control effect; nearly all actives have a fitted effect of over 60% in size
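Recombinant glycosomal PGK reaction used 1,3-bisphosphoglycerate generated in-well by GAPDH (100nM final) in 100mM TEA pH 7.6, 5mM MgCl2, 0.01% Tween-20. After 60 minutes at room temperature, ATP was read by Kinase-Glo Plus luminescence end-point.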
G9a inh – blocks human histone lysine methyltransferase G9a; Potency, µM (doses to about 102 µM), for inactives: top-dose activity, negative = inhibition, actives largely listed as inhibitors; actives 8.8% (n = 350,000); G9a H3K9 monomethylation, AlphaScreen, 2 h; also: % is scaled to controls: 0 for no effect and ±100 for the full control effect; nearly all actives have a fitted effect of over 75% in size
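Readings reflect AlphaScreen signal from monomethyl-H3K9 antibody detection. HMT at 20 nM; substrate b-H3K9 500 nM; cofactor SAM 20 uM; 2 h RT reaction; compounds tested as titrations in qHTS with 15 min preincubation.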
BAZ2B block – BAZ2B (human) inhibition. Q9UIF8. AlphaScreen BAZ2B-H3K14Ac peptide displacement. Potency, µM (highest dose often 114 µM), for inactives: top-dose activity change, negative = inhibition, actives largely listed as inhibitors. actives 4.4% (n = 360,000); also: % is scaled to controls: 0 for no effect and ±100 for the full control effect; nearly all actives have a fitted effect of over 60% in size
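Compounds, titrated to a top concentration of 110 uM, were incubated 30 min at room temperature with preformed BAZ2B/acetyl-K14 H3 peptide complex (50 nM each). Proximity signal was measured by AlphaScreen after 20 min with beads.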
Pol iota inh – blocks human DNA polymerase iota activity | Q9UNA4 | Potency, µM (titrated, usually from 115 µM), inactives show at the highest dose activity, negative = inhibition, hits mostly inhibitors | Pol iota fluorescent replication assay, 10 min | actives 1% (n = 390,000) | AID 588590
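Pol iota at 10 nM preincubated 15 min with compounds at room temperature; reaction started with fluorescent substrate, 50 nM final. Fluorescence read kinetically at 0 and 10 min; buffer-only wells as negative control.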
GLS inh – blocks human kidney-isoform glutaminase activity; AID 624170; GLS enzymatic activity, qHTS titration; actives 0.21% (n = 410,000); Potency, µM (highest dose often 45.5 µM), inactives show at the highest dose activity change, negative = inhibition, actives largely listed as inhibitors; also: % is scaled to controls: 0 for no effect and ±100 for the full control effect
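Compounds were pin-transferred onto hKGA, after which L-glutamine (1 mM solution) and a detection mix of glutamate oxidase, HRP and Amplex Red were added. Initial and 30 min RT fluorescence reads were collected.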
JMJD2A Tudor inh – blocks the human JMJD2A Tudor domain | actives 4.4% (n = 390,000) | AlphaScreen JMJD2A-Tudor / H3K4me3 peptide binding | O75164 | Potency, µM (doses to about 114 µM), without a hit: at the highest dose activity change, negative = inhibition, hits mostly inhibitors; also: % is scaled to controls: 0 for no effect and ±100 for the full control effect; nearly all actives have a fitted effect of over 50% in size
Target sequence (O75164 whole entry, looked up, the tested form may be a part): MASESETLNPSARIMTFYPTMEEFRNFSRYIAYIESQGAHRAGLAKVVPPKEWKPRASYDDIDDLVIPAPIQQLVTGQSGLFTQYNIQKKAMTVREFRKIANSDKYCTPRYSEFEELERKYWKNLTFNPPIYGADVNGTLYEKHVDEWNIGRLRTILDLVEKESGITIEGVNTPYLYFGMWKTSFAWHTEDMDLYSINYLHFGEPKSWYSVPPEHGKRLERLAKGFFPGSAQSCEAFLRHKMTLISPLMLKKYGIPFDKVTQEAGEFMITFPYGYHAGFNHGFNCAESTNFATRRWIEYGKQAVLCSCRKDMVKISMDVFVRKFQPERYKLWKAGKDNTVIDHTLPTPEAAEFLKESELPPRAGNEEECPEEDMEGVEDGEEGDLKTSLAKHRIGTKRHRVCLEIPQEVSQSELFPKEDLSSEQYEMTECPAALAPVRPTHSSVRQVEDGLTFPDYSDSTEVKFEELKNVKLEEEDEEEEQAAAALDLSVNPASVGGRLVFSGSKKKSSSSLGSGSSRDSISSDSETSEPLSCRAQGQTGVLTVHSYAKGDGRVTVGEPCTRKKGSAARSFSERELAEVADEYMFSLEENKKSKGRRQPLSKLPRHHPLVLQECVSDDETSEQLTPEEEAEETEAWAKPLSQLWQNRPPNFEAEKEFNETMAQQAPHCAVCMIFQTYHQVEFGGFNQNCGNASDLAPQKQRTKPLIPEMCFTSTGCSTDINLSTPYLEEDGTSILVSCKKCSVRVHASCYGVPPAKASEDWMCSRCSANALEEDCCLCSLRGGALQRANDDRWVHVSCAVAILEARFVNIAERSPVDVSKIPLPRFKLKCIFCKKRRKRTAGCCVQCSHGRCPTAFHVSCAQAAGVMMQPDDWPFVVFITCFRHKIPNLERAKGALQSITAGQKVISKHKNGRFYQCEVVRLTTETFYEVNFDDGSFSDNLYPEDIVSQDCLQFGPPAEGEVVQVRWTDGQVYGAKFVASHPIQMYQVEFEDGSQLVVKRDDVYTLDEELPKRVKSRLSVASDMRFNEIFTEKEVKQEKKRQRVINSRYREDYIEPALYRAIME
Active calls of the source: *; i = inactive; u = inconclusive; x = no result given; [ ] = dose if it differs, or a comment. Unless noted, calls follow the shape of the dose curve; as a rule, active = well fitted curve in the direction sought with a large enough effect; inconclusive = small, poorly fitted or top-dose-only effect, or another doubt; inactive = no such curve, though single readings can be large; an effect the other way counts as inactive or inconclusive. Potency is read from the fitted curve at half-maximal effect. Not all compounds are listed. The share of hits here may be higher or lower than overall.

SMILES | Pin1 inhibitor | HP1b binding inh | BLM helicase inh | PGK inhibitor | G9a inh | BAZ2B block | Pol iota inh | GLS inh | JMJD2A Tudor inh
COc1ccc(C(=O)NCC(=O)OCC(=O)Nc2ncc(Cl)cc2Cl)cc1[N+](=O)[O-] | -7% | 6% | x | -8% | -16%[12.7 µM] | u | 19% | -12% | -29%
O=C(c1ccccc1Cl)N1CCCC(c2nc3c(nnn3Cc3ccccc3)c(=O)[nH]2)C1 (stereo not given) | -13% | 14% | 0% | -1% | -36%[59 µM] | -14% | -10%[58.9 µM] | 5% | -19%
CCN(CC)S(=O)(=O)c1cccc(NC(=O)CN2C(=O)NC3(CCOc4ccccc43)C2=O)c1 (stereo not given) | 4% | 31% | x | i | 4%[0.501 µM] | -13% | 71%[activator] | -13% | -19%
C=CCn1c(SC)nccc1=O | -5% | 13% | x | 15% | x | x | -2% | -4% | 1%
Cc1oc(-c2cccc(Br)c2)nc1Cn1c(SCc2cccc(F)c2)nc2cccnc21 | 53%[activator] | 41%[activator] | -9% | -1% | 0%[59 µM] | -9% | 8% | 0% | u
c1ccc(N=P(c2nc3ccccc3o2)(N2CCOCC2)N2CCOCC2)cc1 | 4% | 19% | -6% | x | -41% | 13% | -29% | 7% | -7%
O=C(CCCN1C(=O)/C(=C\c2cccs2)SC1=S)Nc1ccc(O)cc1C(=O)O | 3% | 46%[activator] | -2% | -5% | u | u | 16% | 41%[activator] | 12%
CCCN(CCC)C(=O)C(c1ccccc1)C1(O)CCCCC1 (stereo not given) | -1% | 41%[activator][57 µM] | x | i | x | x | 26% | 2% | 22%
COc1ccc(C(CNC(=O)COc2ccccc2)N2CCOCC2)cc1 (stereo not given) | 3% | 11% | x | 5% | 9% | -4% | 22% | 2% | -14%
COc1cccc(NC(=O)c2cc(-c3ccccn3)nc3ccccc23)c1 | -6% | 18% | x | i | -10%[12.7 µM] | 3% | 22% | 11% | -16%
Cc1nc(NC(=O)C2CC2)sc1C(=O)Nc1ccccc1Cl | 9% | 40%[activator] | -7% | 4% | 19%[59 µM] | 2% | 23% | 3% | -12%
Cc1cc(C)cc(Oc2ccccc2C=O)c1 | 2% | 102%[activator] | -6% | -1% | -24%[12.7 µM] | 107%[activator] | 24% | 21% | 62%[activator]
CCCCC(CCC(=O)NNC(=O)Cc1ccccc1)C(=O)O (stereo not given) | -3% | 16% | -2% | -2% | -3%[59 µM] | -1% | 9% | 6% | -4%
Cc1cccc(NC(=O)C(=O)NCCc2csc(-c3ccc(C(F)(F)F)cc3)n2)c1C | -1% | 14%[57 µM] | 1% | 3% | 13%[59 µM] | 5% | 18% | -9% | -9%
O=C(/C=C/c1ccc[nH]1)c1ccc(F)cc1 | -1% | 8% | -4% | -8% | 7% | -26% | 34%[activator] | 16% | -23%
COc1ccc(NC(=O)CS(=O)CC(=O)NC2CCCc3ccccc32)cc1 (stereo not given) | 1% | 21% | 0% | -1% | 29%[2.33 µM] | 8% | 2% | 5% | -6%
COC(=O)c1ccccc1S(=O)(=O)N1CCC(C(=O)NC2CCCCC2C)CC1 (stereo not given) | 1% | 26% | x | i | 20%[12.7 µM] | 8% | 23% | -2% | -7%
CCOC(=O)C1CCN(S(=O)(=O)c2ccc(Br)c(OCC)c2)CC1 | -1% | 2% | -5% | -7% | -1%[59 µM] | -2% | -15% | 8% | 13%
COc1ccc(OC)c(NC(=O)COC(=O)CCc2ccc(S(=O)(=O)N3CCOCC3)cc2)c1 | u | 22% | x | 4% | x | x | 31%[activator] | 1% | -17%
Cc1ccccc1NC(=O)CN1C(=O)NC(C)(c2ccc3c(c2)OCO3)C1=O (stereo not given) | 5% | 11% | -6% | 1% | 8%[59 µM] | 3% | -4% | 9% | -2%
CCOC(=O)c1ccc(NC(=O)CSc2nnc(CNc3ccc(OC)cc3)n2C)cc1 | 2% | 4% | -5% | -4% | u | -8% | 49%[activator] | 12% | -19%
CCCCNC(=O)Nc1cc(C)on1 | 3% | 35% | -1% | -5% | 6% | u | 20% | -3% | -7%
Cc1ccc(NC(=O)COc2ccc(Cl)cc2Cl)cc1S(=O)(=O)N1CCOCC1 | 4% | 23% | x | -1% | 0% | 24% | -7% | 13% | -4%
COc1cc(NC(=O)CN2C(=O)c3ccccc3S2(=O)=O)cc(OC)c1 | -8% | 19% | x | -9% | 3%[2.33 µM] | 7% | 15% | 1% | -23%
C/C=C/Cn1c(N2CCCCCC2)nc2c1c(=O)[nH]c(=O)n2C | -1% | -1% | -5% | 1% | -8%[12.7 µM] | -3% | 16% | 12% | -11%
Continuation:
SMILES | Pin1 inhibitor | HP1b binding inh | BLM helicase inh | PGK inhibitor | G9a inh | BAZ2B block | Pol iota inh | GLS inh | JMJD2A Tudor inh
O=C(c1cccc([N+](=O)[O-])c1)c1ccccn1 | -1% | 17% | -6% | -9% | x | -2% | 21% | 1% | -6%
Cc1c(NS(=O)(=O)c2cccc(C(=O)NCc3ccncc3)c2)c(=O)n(-c2ccccc2)n1C | -1% | 33% | 0% | 4% | 19%[59 µM] | 5% | 6% | 10% | 6%
CCc1cc(=O)oc2cc(C)cc(OCC(=O)N3CCC(C(=O)NC(C)C)(c4ccccc4)CC3)c12 | 3% | 13% | 0% | -5% | 0% | -19% | 58%[activator] | 4% | -9%
O=C(CSCc1c(F)cccc1Cl)NCC1CCCO1 (stereo not given) | -1% | 43%[activator] | 1% | 0% | 45%[59 µM] | 3% | 26% | 5% | 8%
O=S(=O)(Nc1ccncc1)c1ccccc1 | 4% | 47%[activator] | -5% | i | 50µM* | u | -9% | -6% | 12%[57.1 µM]
O=C(O)c1ccccc1NC(=O)c1cc(-c2ccccc2)nc2ccccc12 | 5% | 27% | -1% | 3% | u | u | 52%[activator] | -4% | -15%
Cc1ccc(C(=O)Oc2cccc(-n3cnnn3)c2)cc1 | 0% | 45%[activator] | 5% | -7% | -19%[12.7 µM] | -4% | -25% | -3% | -5%
Cn1ccnc1SCC(=O)N(C1CCCCC1)C1CCCCC1 | -2% | 32% | -4% | i | 4%[12.7 µM] | -39% | 2% | 8% | -12%
S=C(N/N=C/c1ccco1)NC1CC2CCC1C2 (stereo not given) | 1% | u | -16% | -7% | u | u | u | -3% | u
CCCC(=O)N1c2nc(C(C)C)nn2C2(CCCCC2)[C@@H]2CCCC[C@@H]21 | -2% | 34% | -5% | 6% | 3%[59 µM] | 6% | 10% | -12% | 0%
Cc1ccc(C(O)(C(=O)NNc2ccccn2)c2ccc(C)cc2)cc1 | -9% | 22% | 2% | -3% | x | -2% | 93%[activator] | 13µM* | -13%
CN1C(=O)C(O)(c2nnc(-c3ccccc3)o2)c2ccccc21 (stereo not given) | 1% | 22% | -1% | i | 11% | -12% | 89%[activator] | -12% | -12%[57.1 µM]
COc1ccc(NC(=O)C2CCN(S(=O)(=O)c3ccccc3)CC2)cc1 | -8% | 33% | -1% | -7% | x | -2% | -11% | -10% | -17%
CC(C)c1ccccc1NC(=O)C1CN(S(=O)(=O)c2ccccc2)CCN1S(=O)(=O)c1ccccc1 (stereo not given) | 14% | 31% | 4% | i | 16% | -1% | 25% | -6% | -4%
Clc1cccc(Cl)c1C1Nc2cccc3cccc(c23)N1 | -23% | u | -12% | 0% | 16µM* | 25µM* | 35µM* | 18% | 45µM*
Cc1c(Cl)cccc1NC(=O)Cn1c(CCC(=O)O)ccc1-c1ccccc1 | 3% | 25% | -3% | -8% | u | -15% | 13% | 13% | -23%
CCCC(O)(c1ccc(OC)cc1)C(CN1CCOCC1)c1ccccc1 (stereo not given) | -2% | 36% | -6% | i | -38% | -13% | 4% | -1% | -7%
Cc1nc(SCc2ccc(O)c([N+](=O)[O-])c2)n[nH]1 | 3% | 11%[57 µM] | 6% | -1% | 6.3µM* | -4% | 68%[activator] | 0% | u

Exported tab-delimited: part of the list above
Molecule	Pin1 inhibitor	HP1b binding inh	BLM helicase inh	PGK inhibitor	G9a inh	BAZ2B block	Pol iota inh	GLS inh	JMJD2A Tudor inh
O=C(c1cccc([N+](=O)[O-])c1)c1ccccn1	-1%	17%	-6%	-9%	x	-2%	21%	1%	-6%
Cc1oc(-c2cccc(Br)c2)nc1Cn1c(SCc2cccc(F)c2)nc2cccnc21	53%[activator]	41%[activator]	-9%	-1%	0%[59 µM]	-9%	8%	0%	u

In the list so far, these contain an aryl methoxy group:
SMILES | Pin1 inhibitor | HP1b binding inh | BLM helicase inh | PGK inhibitor | G9a inh | BAZ2B block | Pol iota inh | GLS inh | JMJD2A Tudor inh
COc1ccc(C(=O)NCC(=O)OCC(=O)Nc2ncc(Cl)cc2Cl)cc1[N+](=O)[O-] | -7% | 6% | x | -8% | -16%[12.7 µM] | u | 19% | -12% | -29%
COc1ccc(C(CNC(=O)COc2ccccc2)N2CCOCC2)cc1 (stereo not given) | 3% | 11% | x | 5% | 9% | -4% | 22% | 2% | -14%
COc1cccc(NC(=O)c2cc(-c3ccccn3)nc3ccccc23)c1 | -6% | 18% | x | i | -10%[12.7 µM] | 3% | 22% | 11% | -16%
COc1ccc(NC(=O)CS(=O)CC(=O)NC2CCCc3ccccc32)cc1 (stereo not given) | 1% | 21% | 0% | -1% | 29%[2.33 µM] | 8% | 2% | 5% | -6%
COc1ccc(OC)c(NC(=O)COC(=O)CCc2ccc(S(=O)(=O)N3CCOCC3)cc2)c1 | u | 22% | x | 4% | x | x | 31%[activator] | 1% | -17%
CCOC(=O)c1ccc(NC(=O)CSc2nnc(CNc3ccc(OC)cc3)n2C)cc1 | 2% | 4% | -5% | -4% | u | -8% | 49%[activator] | 12% | -19%
COc1cc(NC(=O)CN2C(=O)c3ccccc3S2(=O)=O)cc(OC)c1 | -8% | 19% | x | -9% | 3%[2.33 µM] | 7% | 15% | 1% | -23%
COc1ccc(NC(=O)C2CCN(S(=O)(=O)c3ccccc3)CC2)cc1 | -8% | 33% | -1% | -7% | x | -2% | -11% | -10% | -17%
CCCC(O)(c1ccc(OC)cc1)C(CN1CCOCC1)c1ccccc1 (stereo not given) | -2% | 36% | -6% | i | -38% | -13% | 4% | -1% | -7%

Bioassay records: PubChem, National Center for Advancing Translational Sciences (NCATS)
